Compound activity (PubChem)
IL1B NFkB inh = blocks IL-1B driven NFkB nuclear translocation in HUVEC cells; AID 796; HUVEC IL-1B NFkB p65 nuclear translocation imaging; inhibition, % at 2 µM; 94,000 compounds, 0.43% hits;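 active = inhibition above about 30% together with a positive call from visual inspection of the well image, limit read from the data; inconclusive = inhibition above a set limit but visual check negative; inactive = inhibition not above a set limit, visual check negative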;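 note: nuclear over cytoplasmic p65 intensity ratio measured by imaging; 0% = IL-1B stimulated DMSO wells and 100% = unstimulated DMSO wells; values of inactives mirror those of a sister screen read the other way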
PLAP inhibition = PLAP enzyme inhibitors, biochemical, luminescence, HTS (AID 690) | purified PLAP, luminescent substrate; higher % means a stronger effect | one-dose inhibition, % at 20 µM; IC50 in µM for titrated hits | 96,000 compounds, 0.08% hits; in the data active = a potency from the dose series; inactive = the rest, 99 in 100 with inhibition below about 30%; note: strong numbers were not always called active
IL1B NFkB pot = enhances IL-1B driven NFkB nuclear translocation; HUVEC IL-1B NFkB p65 nuclear translocation imaging; activation, % at 2 µM; 94,000 compounds, 0.3% hits; AID 819;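 active = activation above 40%, about the mean plus 3 SD, also judged a hit on visual image review; inconclusive = activation above 40% but not a hit on visual review; inactive = activation not above 40% and no visual hit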;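 note: percent activation is computed from the nuclear over cytoplasmic p65 intensity ratio; values of inactives mirror those of a sister screen read the other way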
MRP reversal = MRP-mediated drug resistance reversal; H69AR cells + 2 uM doxorubicin, CellTiter-Glo, 72 h; differential viability (reversal), % at 10 µM; 85,000 compounds, 0.04% hits; AID 602;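 active = viability drop by adding the cancer drug above about 55%, with treated viability meeting a 40% cutoff, limit read from the data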;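 note: viability without doxorubicin minus viability with 2 µM doxorubicin for each compound; larger differential means the compound sensitizes cells more to doxorubicin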
Bcl-B TR3 displacers = displacers of TR3 peptide from Bcl-B, primary screen, selectivity assay for Bfl-1 inhibitor project, biochemical, fluorescence polarization; FP displacement of FITC-TR3 peptide from Bcl-B; higher % means a stronger effect; one-dose displacement, % at 20 µM; IC50 in µM for titrated hits; 96,000 compounds, 0.11% hits;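 active = displacement above 50% at 20 µM plus a fluorescence interference ratio under 1.5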;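 note: plate controls were wells without compound for no effect and wells lacking Bcl-B protein for full effect; a part of the inactive calls stands beside numbers as strong as those of hits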
MRP reversal cytotoxicity = further read-out of MRP reversal, marked with its call; viability, %; H69AR cells, CellTiter-Glo, 72 h; measured here: cytotoxicity without doxorubicin
MRP reversal with doxorubicin = second read-out of MRP reversal, no call of its own (marks repeat the call); viability, %; measured here: viability with 2 uM doxorubicin; stronger effect = lower value
IL1B NFkB inh cell count 2 µM = recorded beside IL1B NFkB inh, whose call it bears; cell count; measured here: cells passing quality filter;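 raw number of nuclei counted in each imaged well without normalization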
IL1B NFkB pot cell count 2 µM = second read-out of IL1B NFkB pot, no call of its own (marks repeat the call); cell count; measured here: cells passing quality filter
Active calls of the source: *; u = inconclusive; x = not tested or not shown. An excerpt; rates above refer to the full screens.

Under each structure: IL1B NFkB inh	IL1B NFkB inh cell count 2 µM	PLAP inhibition	IL1B NFkB pot	IL1B NFkB pot cell count 2 µM	MRP reversal	MRP reversal cytotoxicity	MRP reversal with doxorubicin	Bcl-B TR3 displacers
1) CC1(C)CC(=O)C=C(Nc2ccc(C(=O)O)cc2)C1
 : -20	181	x	20	181	-1	101	102	x
2) CSc1nnc2c(n1)OC(C)N(C(=O)c1ccccc1)c1ccccc1-2 (configuration not stated)
 : -42	51	5%	u	x	22	83	62	-4%
3) Cc1ccc(CNC(=O)c2csc3c2CCCCC3)cc1
 : 1	154	5%	-1	154	13	93	79	-1%
4) Cc1nonc1NC(=O)CSc1nc(C2CCCCC2)nc2ccccc12
 : -8	188	-9%	8	188	0	15	15	-2%
5) Cc1cc2c(N3CCCCC3C)ncnc2s1 (configuration not stated)
 : -4	149	0%	4	149	-24	37	61	0%
6) CCOc1ccccc1NC(=O)C(CC(C)C)NC(=O)C1CCCCC1 (configuration not stated)
 : -14	172	12%	14	172	2	89	87	7%
7) CC1CCCCN1S(=O)(=O)c1ccc(NC(=O)c2cccc(-n3cnnn3)c2)cc1 (configuration not stated)
 : x	x	-10%	x	x	3	91	88	-2%
8) COc1ccccc1-c1nnc(SCC(=O)Nc2c(Cl)cccc2Cl)o1
 : -9	136	-24%	9	136	6	95	88	-8%
9) CC1=C(C(=O)OC(C)C)C(c2ccc(Br)s2)NC(=O)N1 (configuration not stated)
 : -2	212	13%	2	212	-2	96	98	2%
10) CC(=C/c1ccco1)/C=N/N1CCN(c2ccccc2)CC1
 : 14	161	-2%	-14	161	-4	61	65	-4%
11) COc1ccc2cc3cc(C(=O)Nc4ccccc4N4CCN(C)CC4)oc3nc2c1
 : 0	171	-48%	0	171	2	29	27	7%
12) CCN(CC)CCNC(=O)C1c2cc(OC)c(OC)cc2C(=O)N2CCc3ccccc3C12 (configuration not stated)
 : -22	81	-46%	22	81	-1	90	91	1%
13) COc1ccc(-c2cc(C)nc3nc(N)nn23)cc1
 : -3	117	24%	3	117	13	93	80	2%
14) COc1cc(C(C#N)N2CCOCC2)ccc1O (configuration not stated)
 : -12	193	-4%	12	193	9	86	77	-18%
15) CC1CCN(C(=O)CN(c2ccc(Oc3ccccc3)cc2)S(C)(=O)=O)CC1
 : x	x	-3%	x	x	6	85	79	14%
16) O=C(NC1CCCC1)C1CCN(c2nccs2)CC1
 : -9	94	x	9	94	-9	73	82	x
17) Cc1cc(C(=O)COC(=O)C2=NNC(=O)CC2)c(C)n1-c1cccc(C(F)(F)F)c1
 : -18	129	-39%	18	129	-18	90	108	-7%
18) COc1ccc(C=O)cc1CSc1nnc(COc2cccc3cccnc23)o1
 : -40	122	x	u	x	14	85	71	x
19) O=C1C=C(Nc2ccc(Cl)cc2)CC(c2ccco2)C1 (configuration not stated)
 : 6	126	x	-5	126	-47	26	72	x
20) Cc1cnc(NC(=O)CSc2nnc(-c3ccccc3)o2)s1
 : 1	154	x	-1	154	-6	84	91	x
21) COc1ccc(Nc2cc(C(=O)NCCCN3CCN(C)CC3)c3ccccc3n2)cc1
 : -22	132	-38%	21	132	12	95	83	-7%
22) COC(=O)c1oc2ccccc2c1NC(=O)CN1CCCC1
 : x	x	12%	x	x	2	89	87	-4%
23) c1ccc(COn2nnc3ccccc32)c(COn2nnc3ccccc32)c1
 : 4	88	4%	-4	88	3	88	85	-5%
24) Cn1c(C(=O)NCc2ccccn2)cc2c(=O)n3ccccc3nc21
 : 2	175	x	-1	175	10	101	92	x
25) C=CCn1c(-c2csc(-c3ccccc3)n2)n[nH]c1=S
 : -15	73	13%	15	73	8	95	87	-8%
26) Nc1c(S(=O)(=O)c2ccccc2)c2nc3ccccc3nc2n1/N=C/c1cccc(O)c1
 : 5	132	-15%	-5	132	-2	1	3	-8%
27) Nc1nc(CN2CCN(c3ccccn3)CC2)nc(Nc2ccc(Cl)cc2)n1
 : -1	191	-68%	1	191	-1	81	81	2%
28) CCn1c(NC(C)=O)nc2ccccc21
 : -20	121	x	20	121	15	94	79	x
29) O=C(c1ccc(Cl)cc1Cl)C1(n2cncn2)Oc2ccccc2C1O (configuration not stated)
 : x	x	14%	x	x	-19	60	79	-6%
30) Cc1ccc(S(=O)(=O)N(CCC(=O)O)Cc2ccc(Cl)cc2)cc1
 : -12	148	-48%	12	148	5	94	88	-7%

More compounds follow.
Under each structure: IL1B NFkB inh	IL1B NFkB inh cell count 2 µM	PLAP inhibition	IL1B NFkB pot	IL1B NFkB pot cell count 2 µM	MRP reversal	MRP reversal cytotoxicity	MRP reversal with doxorubicin	Bcl-B TR3 displacers
31) O=S(=O)(NCCCCCNS(=O)(=O)c1ccccc1)c1ccccc1
 : 2	113	18%	-2	113	-6	84	90	5%
32) O=C(NCC(F)(F)F)Nc1nnc(C(F)(F)F)s1
 : 5	108	-6%	-5	108	-1	103	104	4%
33) CCn1c(SCC(=O)N2CCCc3ccccc32)nnc1-c1ccco1
 : x	x	-41%	x	x	26	106	80	-15%
34) COC(=O)c1ccc(CSc2nc(-c3ccccc3)cs2)o1
 : x	x	20%	x	x	23	122	99	-7%
35) COc1ccc(OC)c(S(=O)(=O)N(C)CC(=O)N2CCN(c3ccc(F)cc3)CC2)c1
 : 5	148	-66%	-5	148	16	95	78	-7%
36) O=c1c2ccccc2nnn1CSc1nnc2sc3ccccc3n12
 : 2	140	22%	-2	140	0	62	62	-4%
37) CCn1nnnc1SCC(=O)NC1CCCC1
 : 15	154	0%	-15	154	4	99	95	2%
38) C/C(=N\NC(=O)CN1CCOCC1)C(C)(C)C
 : 0	118	3%	0	118	x	x	x	-3%
39) Cc1ccc(OCC(=O)Nn2cnc3ccccc32)cc1
 : -24	141	-5%	24	141	-2	82	84	-18%
40) CC(C)CCn1c(Oc2ccc(Cl)cc2)nc2c1c(=O)n(C)c(=O)n2C
 : -4	81	-11%	4	81	3	91	88	3%
41) Cc1ccc2nc(-c3ccccc3)cc(C(=O)N3CCc4ccccc4C3)c2c1
 : 0	205	-5%	0	205	x	x	x	12%
42) CCCCNC(=O)c1sc(=S)n2c1[nH]c(=O)c1ccccc12
 : 6	93	-14%	-6	93	-37	26	63	-3%
43) CCc1cccc(C)c1NC(=O)c1cc(C)oc1C
 : -20	141	-7%	20	141	-6	101	107	-5%
44) CCCOC(=O)c1[nH]c2c(c1C)C(=O)CC(c1cccs1)C2 (configuration not stated)
 : x	x	19%	x	x	-4	34	37	-2%
45) Cc1ccc(C(=O)NCC(=O)OCC(=O)c2ccc3c(c2)OCCO3)cc1C
 : -17	145	9%	17	145	x	x	x	-4%
46) NNC(=O)c1cnn(Cc2ccccc2)c1N
 : -5	120	x	5	120	9	97	88	x
47) COC(=O)C1=C(C(=O)c2ccccc2)C(c2ccc(O)c(OC)c2)n2nnnc2N1 (configuration not stated)
 : -32	166	1%	32	166	13	104	91	5%
48) CCOc1ccc(-c2nnn(CC#N)n2)cc1OC
 : 8	101	x	-8	101	-49	44	92	x
49) Cc1nc2nc(-c3ccc(Cl)cc3)cn2nc1C
 : -19	208	30%	19	208	4	88	84	-84%
50) Cc1ccc2cc(C)c3nnc(SCC(=O)N4CCCc5ccccc54)n3c2c1C
 : -12	119	-52%	12	119	x	x	x	-2%
51) Cc1ccc(S(=O)(=O)C2(C(=O)N3CCCCCC3)CC2)cc1
 : -2	154	-62%	2	154	8	94	86	-7%
52) NS(=O)(=O)c1ccc(CCNC(=O)c2cccnc2)cc1
 : -16	31	x	16	31	-11	95	106	x
53) O=C(Cn1cc(C(=S)N2CCOCC2)c2ccccc21)N1CCOCC1
 : -10	169	8%	11	169	-5	86	91	-4%
54) O=C(Nc1ccc2c(c1)OCCO2)C1CCN(c2nnnn2-c2ccccc2)CC1
 : 1	178	4%	-1	178	-4	88	92	1%
55) CN(c1ccccc1)S(=O)(=O)c1ccc(C(=O)Nc2nnc(-c3ccc(F)cc3)o2)cc1
 : -6	220	-32%	6	220	-33	34	68	5%
56) N#Cc1nc(Cc2ccccc2)oc1NCCc1ccccc1
 : -45	113	20%	u	x	3	82	79	-8%
57) Cn1c(=O)c2c(nc(N3CCOCC3)n2CCCNC2=NCCC2)n(C)c1=O
 : -7	128	12%	7	128	2	90	88	-5%
58) C=COCCn1c(-c2nonc2N)nc2ccccc21
 : -10	174	-1%	10	174	-17	91	107	-14%
59) CCCCc1ccc(C2C(C#N)=C(N)SC(N)=C2C#N)s1
 : 15	200	-22%	-15	200	-2	91	93	-38%
60) O=c1[nH]c2cc3c(cc2cc1CN(Cc1ccccc1)Cc1nnnn1Cc1ccco1)OCCO3
 : 5	175	-17%	-5	175	-33	45	78	6%

Full records, looked up by structure.
CCCCNC(=O)c1sc(=S)n2c1[nH]c(=O)c1ccccc12 is entered as IL1B NFkB inh: 6; IL1B NFkB inh cell count 2 µM: 93; PLAP inhibition: -14%; IL1B NFkB pot: -6; IL1B NFkB pot cell count 2 µM: 93; MRP reversal: -37; MRP reversal cytotoxicity: 26; MRP reversal with doxorubicin: 63; Bcl-B TR3 displacers: -3%
O=C(Nc1ccc2c(c1)OCCO2)C1CCN(c2nnnn2-c2ccccc2)CC1 is entered as IL1B NFkB inh: 1; IL1B NFkB inh cell count 2 µM: 178; PLAP inhibition: 4%; IL1B NFkB pot: -1; IL1B NFkB pot cell count 2 µM: 178; MRP reversal: -4; MRP reversal cytotoxicity: 88; MRP reversal with doxorubicin: 92; Bcl-B TR3 displacers: 1%

(listing goes on)
Under each structure: IL1B NFkB inh	IL1B NFkB inh cell count 2 µM	PLAP inhibition	IL1B NFkB pot	IL1B NFkB pot cell count 2 µM	MRP reversal	MRP reversal cytotoxicity	MRP reversal with doxorubicin	Bcl-B TR3 displacers
61) CCCn1c(SCC(=O)N2CCCCC2)nnc1-c1ccco1
 : u	x	-10%	-95	87	7	94	87	18%
62) COc1ccccc1/C=C/C1(C(=O)NC2CCCC2)CC(=O)N1c1ccc(F)cc1 (configuration not stated)
 : -19	125	x	19	125	0	1	1	x
63) N#Cc1nc(COc2ccc(Cl)cc2)oc1N1CCCC1
 : 2	97	7%	-2	97	10	100	90	1%
64) Cc1cccc(NC(=O)/C(=C\c2ccco2)NC(=O)c2ccccc2)c1
 : -5	155	15%	5	155	2	85	83	1%
65) Cc1cc(OCC(=O)N2CCOCC2)cc2oc(=O)c3ccccc3c12
 : -19	122	x	19	122	16	106	90	x
66) O=C(O)CCS(=O)(=O)Cc1ccccc1Cl
 : x	x	17%	x	x	14	97	83	0%
67) CCOC(=O)C(C)Sc1nc(-c2ccccc2)nc2ccc(F)cc12 (configuration not stated)
 : 27	164	14%	-27	164	x	x	x	7%
68) CCN(CC)CCNC(=O)CCCCn1c(=S)[nH]c2c([nH]c3ccc(OC)cc32)c1=O
 : -3	184	-44%	3	184	12	100	88	3%
69) CCS(=O)(=O)N1CCC(C(=O)NCc2cccs2)CC1
 : -9	150	9%	9	150	14	107	93	-4%
70) Cc1ccc(NC(=O)N2CCC(C(=O)NCC(C)C)CC2)cc1
 : -16	149	17%	16	149	9	89	80	13%
